Source: PubChem BioAssay
GLP1R ag: qHTS of GLP-1 Receptor Agonists. Glucagon-like peptide 1 receptor (Homo sapiens), P43220. HEK293 GLP-1R CRE-luciferase, luminescence, 4-6 h; cells express a hypersensitive GLP-1R form. 380,000 tested, 0.007% active. Potency, µM (series often up to 45.6 µM), inactives show at the highest dose activation, actives largely listed as activators; further: % of control where 0% means no effect
Target sequence (P43220 whole entry, looked up): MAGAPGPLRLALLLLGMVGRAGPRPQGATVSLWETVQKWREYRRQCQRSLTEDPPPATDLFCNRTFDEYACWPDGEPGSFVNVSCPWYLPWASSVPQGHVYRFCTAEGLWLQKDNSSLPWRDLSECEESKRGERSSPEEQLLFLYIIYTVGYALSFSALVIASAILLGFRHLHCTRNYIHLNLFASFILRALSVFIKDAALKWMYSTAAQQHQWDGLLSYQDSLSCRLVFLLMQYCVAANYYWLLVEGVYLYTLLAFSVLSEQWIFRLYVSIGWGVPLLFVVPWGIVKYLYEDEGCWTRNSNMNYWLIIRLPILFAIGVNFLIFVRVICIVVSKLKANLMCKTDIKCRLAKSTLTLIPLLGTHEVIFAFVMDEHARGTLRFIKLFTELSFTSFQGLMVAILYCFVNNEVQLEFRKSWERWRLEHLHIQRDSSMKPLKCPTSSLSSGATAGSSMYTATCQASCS
KB-3-1 tox: qHTS assay for MDR1-selective chemotherapeutics: Primary screen using the parental adenocarcinoma cell KB-3-1. KB-3-1 viability, CellTiter-Glo ATP luminescence, 72 h. Potency, µM (doses to about 46.1 µM), without a hit: at the highest dose activity change, negative = cytotoxic, usual class: cytotoxic. 400,000 tested, 1.4% active. AID 1347075, 2019; further: on the % scale 0 is the no-effect control and ±100 the full control effect; nearly all actives have a fitted effect of over 60% in size
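Cells are dispensed, compounds pinned in, plates held at 37 °C for 72 h, then CellTiter-Glo is added and luminescence read after 10 minutes. Cell line: parental KB-3-1 in phenol-red-free DMEM, 10% FBS.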
HT1080-NT tox: qHTS for induction of synthetic lethality in tumor cells producing 2HG: qHTS for the HT-1080-NT fibrosarcoma cell line | HT-1080-NT fibrosarcoma viability, CellTiter-Glo ATP luminescence, 48 h | Potency, µM (doses to about 46.1 µM), for the others: top-dose activity, negative = less viability, most hits filed as cytotoxic | 360,000 tested, 1.6% active;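 further: NT is the 2HG producing partner of a matched IDH1 knockdown line; 0% = DMSO-treated cells and -100% = media-only wells without cells; nearly all actives have a fitted effect of over 55% in size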
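Compounds were tested in concentration-response format on HT-1080-NT cells for 48 hours at 37 degrees C. Cell viability came from CellTiter-Glo luminescence; curves were classified by r2, response magnitude and activity.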
KB-V1 MDR tox: qHTS assay for MDR1-selective chemotherapeutics: Primary screen using the drug-selected MDR subline cells KB-V1 | KB-V1 MDR cells viability, CellTiter-Glo, 72 h | Potency, µM (series often up to 46.1 µM), inactives show top-dose activity change, negative = cytotoxicity, most hits filed as cytotoxic | 400,000 tested, 3.4% active | AID 1347076, 2019; further: on the % scale 0 is the no-effect control and ±100 the full control effect; nearly all actives have a fitted effect of over 60% in size
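KB-V1 MDR subline cells in DMEM (phenol-red free, 10% FBS) exposed to compounds in qHTS concentration series for 72 h at 37 degrees C. Viability read by CellTiter-Glo luminescence; concentration-effect curves fitted after normalization and correction.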
TDP43 rescue: qHTS of TDP-43 Inhibitors; TDP-43 expressing yeast growth rescue, BacTiter-Glo, 24 h; 410,000 tested, 1.8% active; AID 652104, 2013; Potency, µM (top dose mostly 46.1 µM), inactives show at the top dose growth rescue (activation), usual class: activators; further: % of control where 0% means no effect; nearly all actives have a fitted effect of over 50% in size
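Readout is BacTiter-Glo luminescence of cell growth, so inhibitors register as activators. TDP-43-expressing yeast at OD600=0.02 in galactose medium, after raffinose pregrowth to mid-log, were incubated with compound for 24 hr at 30 deg C.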
SW480 rereplic: A quantitative high throughput screen for small molecules that induce DNA re-replication in SW480 colon adenocarcinoma cells; SW480 DNA re-replication, Hoechst DNA content imaging, 48 h; Potency, µM (titrated, usually from 46.1 µM), without a hit: top-dose re-replication activation, usual class: activators; 340,000 tested, 1.8% active; further: % of control where 0% means no effect; nearly all actives have a fitted effect of over 55% in size
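Per well, 250 cells were exposed to pinned compound for 48 hr. Nuclear DNA was visualised with Hoechst (40 min, 37 C) and total object intensity recorded by fluorescence scanning.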
HT1080 IDH1KD tx: qHTS for induction of synthetic lethality in tumor cells producing 2HG: qHTS for the HT-1080-IDH1KD cell line; HT-1080 IDH1 knockdown viability, ATP luminescence, 48 h; Potency, µM (highest dose often 46.1 µM), for inactives: at the highest dose activity, negative = toxicity, actives largely listed as cytotoxic; 360,000 tested, 2% active;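 further: 0% = DMSO wells and -100% = cell-free medium wells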
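After a 2 h attachment period, IDH1KD HT-1080 cells took pin-transferred compound for 48 h at 37 °C; ATP-based luminescence after 10 min room-temperature reagent incubation reported viability.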
HEK293 tox: qHTS of GLP-1 Receptor Inverse Agonists: Cytotox Screen | HEK293 cAMP-luciferase reporter cells, luminescence, 24 h | Potency, µM (highest dose often 38.3 µM), inactives show top-dose activity change, negative = inhibition, usual class: inhibitors | 410,000 tested, 0.13% active | AID 624418, 2012;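 further: loss of luciferase light is scored as toxicity; on the % scale 0 is the no-effect control and ±100 the full control effect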
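MLSMR compounds, 24 hr on cells at 37 deg C/5% CO2; luminescence after luciferase reagent (12 min RT). Inhibition counted as the undesired cytotoxic outcome.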
GLP1R inv ag: qHTS of GLP-1 Receptor Inverse Agonists (Inhibition Mode); HEK293 GLP-1R CRE-luciferase, luminescence, 24 h; GLP-1R form is constitutively active; Potency, µM (series often up to 38.3 µM), for the others: at the highest dose activity change, negative = inhibition, actives largely listed as inhibitors; 410,000 tested, 1.6% active; AID 624417, 2012; further: on the % scale 0 is the no-effect control and ±100 the full control effect; nearly all actives have a fitted effect of over 55% in size
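Stable HEK293 clone (constitutively active GLP-1R + cAMP-response luciferase); 200 cells/uL plated, 12 h pre-culture, compound 24 hr, 37 deg C/5% CO2; detection reagent 12 min RT; luminescence.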
* marks the source's active call; other numbers are inactive results; ? = inconclusive; / = not tested or not shown; & = joins results of further samples; [ ] = remark or other dose. The call rests on the fitted dose curve; in most records, active means well fitted curve in the direction sought with a large enough effect; inconclusive means small, poorly fitted or top-dose-only effect, or another doubt; inactive means no such curve, though single readings can be large; an effect the other way counts as inactive or inconclusive. Potency means the concentration at half of the fitted maximal effect.

Molecule	GLP1R ag	KB-3-1 tox	HT1080-NT tox	KB-V1 MDR tox	TDP43 rescue	SW480 rereplic	HT1080 IDH1KD tx	HEK293 tox	GLP1R inv ag
C=CCNC(=S)/N=c1/scc(C)n1C	3%	1%	7%	-1%	11%	-10%	3%	-3%	?
N#Cc1ccccc1S(=O)(=O)N1CCN(C(=O)[C@@H]2CCCN2C(=O)c2cccs2)CC1	-1%	-1%	-4%	-1%	-2%	-23%	2%	11%	-7%
CCn1nc(C)c(NC(=O)/C=C/c2ccc(OC)c(COc3ccc(Cl)cc3Br)c2)c1C	2%	0%	-1%	?	-3%	19%	2%	4%	-14%
CC(=O)Nc1ccc(S(=O)(=O)NC2(C(F)(F)F)NC(=O)N(c3ccc(Cl)cc3)C2=O)cc1 (stereo not drawn)	6%	?	8%	14%&17%	22%&-2%	-3%	12%	-2%&6%	5%&4%
COC(=O)c1cc(C(=O)c2ccccc2)n2c(=O)/c(=C\N(C)C)sc12	6%	4%	-2%	0%	4%	9%	-17%	-3%	-7%
CCOC(=O)/C(=C/c1ccc(OC)cc1)NC(=O)c1ccco1	-1%	2%	27%	6%	0%	-14%	23%	-6%	3%
O=C(Nn1cnnc1)c1csc2ccccc12	-12%	4%	16%	-6%	-21%	-2%	2%	5%	4%
O=S(=O)(c1cccs1)N1CCN(C/C=C/c2ccccc2)CC1	1%	0%	-13%	0%	-7%	8%	-18%	-1%	?
CNc1nc(-c2c(C)n(C)c3ccc(OC)cc23)cs1	19%	0%	-1%	22%	1%	-1%	-1%	-4%	?
CC(=O)Nc1ccccc1/C=C/c1ccc2c(C)cc(C)c(O)c2n1	-4%	-4%	19%	-13%	-7%	-6%	19%	-1%	0%
COc1ccc(-n2cc3c(c2-c2cccc(Br)c2)c(=O)n(C)c(=O)n3C)cc1OC	/	3%	/	20%	15%	/	/	0%	9%
CC(C)NS(=O)(=O)c1ccc(CCC(=O)Nc2ccc3c(c2)OCCO3)cc1	3%	3%	27%	9%	-16%	-52%[inhibitor]	19%	-6%	11%
N#Cc1ccccc1N=Cc1ccc(Br)cc1	-4%	2%	12%	0%	-2%	-1%	9%	-5%	1%
Cc1ccc(NC(=O)CN2C(=O)N/C(=C/c3cc(C)n(-c4cccc(C(=O)O)c4)c3C)C2=O)cc1	-12%	6%	17%	-5%	-5%	4%	18%	-15%	0%
C/C(Cc1ccccc1)=N\NC(=O)CNC(=O)c1ccccc1Cl	10%	16%	4%	?	-7%[1.82 µM]	-5%	2%	0%	21%
COc1ccc(-n2c(SCC(=O)Nc3nccs3)nc3c(c2=O)SCC3)cc1	10%	1%	2%	0%	23%	-1%	0%	4%	11%
CCOC(=O)c1c(S(=O)(=O)NCC(C)c2ccccc2)c(C)n(C)c1C (stereo not drawn)	5%	0%	-7%	-12%	-16%	7%	-14%	3%	-16%
CCOc1ccc(CCNC(=O)CCn2cccc2)cc1OCC	-9%	6%	12%	-6%	-2%	-2%	12%	1%	20%
N=c1c(S(=O)(=O)c2ccc(Br)cc2)cc2c(=O)n3ccccc3nc2n1Cc1ccccc1	-3%	0%	6%	0%	-4%	16%	0%	6%	11%
O=C(O)c1ccc2c(c1)C(=O)N(c1nccs1)C2=O	1%	1%	-1%	-15%	-24%	?	3%	4%	13%
Cc1ccc(N(CCC#N)C(=O)CSc2ccc3c(c2)OCCO3)cc1	5%	-32%	0%	?	1%	-10%	-6%	-7%	-22%
Nc1cccc2c1C(=O)N(CC(=O)NC13CC4CC(CC(C4)C1)C3)C2=O	-2%	-1%	-3%	-19%	-15%	?	-2%	146%[activator]	-23%
O=C(Cc1ccc(Br)cc1)NCCc1ccc(Cl)cc1Cl	9%	-5%	-21%	-4%	-10%	-6%	-25%	-21%	?
CN(C)c1ccnc2c[cH-]cc12.[Fe].c1ccc(-[c-]2[c-](-c3ccccc3)[c-](-c3ccccc3)[c-](-c3ccccc3)[c-]2-c2ccccc2)cc1 (stereo not drawn)	13%&8%	0%&2%	-1%&1%	16%&-1%	16%&18%	-3%&-2%	0%&7%	7%&1%	11%&12%
COc1ccccc1N1CCN(C(=O)CSc2ncnc3scc(-c4ccccc4)c23)CC1	18%	?	-8%	?	?	1%	-14%	-3%	?
CCOc1ccc(CCNC(=O)c2ccccc2OCc2c(C)noc2C)cc1OCC	2%	4%	4%	?	5%	5%	1%	10%	15%
Cc1cc(OCC(=O)O/N=C(\N)c2ccccc2)ccc1Cl	-6%	-8%	22%	-9%	23%	/	17%	-16%	22%
CC(C(=O)Nc1ccc(C#N)cc1)N(C)CC(=O)Nc1cccc(F)c1 (stereo not drawn)	-7%	1%	-3%	15%	10%	-1%	9%	6%	5%
COc1cc2c(cc1OC)C(c1cc3cc(C)ccc3[nH]c1=O)N(C(=O)c1ccco1)CC2 (stereo not drawn)	11%	0%	-12%	1%	-18%	0%	-11%	3%	103%[activator]
O=C(C[C@H]1CC[C@@H]2[C@H](COC[C@@H](O)CN2C(=O)C2CC2)O1)NCc1ccccc1Cl	/	6%	11%	2%	27%	/	4%	-7%	24%
CCC(=O)N(Cc1cc2cc(OC)ccc2[nH]c1=O)c1ccc(C)cc1C	1%	-5%	0%	-14%	0%	-1%	3%	-5%	5%
Nc1ccc2c(c1)C(=O)c1cc([N+](=O)[O-])ccc1-2	-17%	-19%	0%	-8%	63%	-3%	-3%	4%	6%
CC(C)CCN1CCN(Cc2cc3ccccc3[nH]2)CC1CCO (stereo not drawn)	14%	6%	-2%	1%	-21%	-6%	-2%	-8%	-15%
Cc1ccc(F)c(NC(=O)/C(C#N)=C(\O)c2ccc(C(C)(C)C)cc2)c1	-5%	1%	-28%	-23%	-14%	?	?	?	?
COc1ccccc1NC(=O)N1CCc2[nH]c3ccc(Cl)cc3c2C1	-5%	?	?	?	19%	17%	?	-6%	?
CCOCCCNC(=O)c1ccc2c(=O)n(CCCOCC)c(=S)[nH]c2c1	4%	?	17%	?	-1%	-7%	5%	4%	10%
CCc1ccc(-c2nn(CC(=O)NC3CCCCC3)c3c2cnc2ccc(C)cc23)cc1	/	5%	/	-1%	16%	/	/	-1%	11%
CCNc1nc(NCC)nc(N/N=C/c2ccc(Br)cc2)n1	12%	-18%	-11%	?	?	-8%	-4%	-6%	-27%
O=C(/C=C/c1ccc(O)c(O)c1)c1ccccc1O	12%	?	-7%	?	?	-3%	-24%	?	16%
N#CC1=C(N)Oc2n[nH]c(-c3ccc(F)cc3)c2C1c1cccc(OC(=O)N2CCOCC2)c1 (stereo not drawn)	2%	1%	12%	24%	13%	-8%	17%	-23%	5%
CCN(CC)C(=O)C(C)N(C#N)c1nc(SC)nc(N(C)C)n1 (stereo not drawn)	0%	9%	-4%[9.24 µM]	0%	-11%	-3%	-4%	-13%	-4%
CC(=O)c1ccc(NC(=O)c2nc(-c3ccccc3)n(-c3ccc(C)cc3)n2)cc1	/	3%	/	22%	18µM*	/	/	-2%	-4%
CN1/C(=C\C(=O)c2ccco2)c2ccccc2CC1(C)C	-1%	-3%	2%	21%	1%	22%	-29%	-20%	-32%
CCC1CCC(C(=O)NC(C(=O)NCCN2CCOCC2)C(C)C)CC1 (stereo not drawn)	7%	1%	-2%	?	-9%	6%	-2%	3%	10%

Another view of some results above.
Screens in order: GLP1R ag | KB-3-1 tox | HT1080-NT tox | KB-V1 MDR tox | TDP43 rescue | SW480 rereplic | HT1080 IDH1KD tx | HEK293 tox | GLP1R inv ag
- CCC(=O)N(Cc1cc2cc(OC)ccc2[nH]c1=O)c1ccc(C)cc1C
 : 1% | -5% | 0% | -14% | 0% | -1% | 3% | -5% | 5%
- Nc1ccc2c(c1)C(=O)c1cc([N+](=O)[O-])ccc1-2
 : -17% | -19% | 0% | -8% | 63% | -3% | -3% | 4% | 6%
- CC(C)CCN1CCN(Cc2cc3ccccc3[nH]2)CC1CCO (stereo not drawn)
 : 14% | 6% | -2% | 1% | -21% | -6% | -2% | -8% | -15%
- Cc1ccc(F)c(NC(=O)/C(C#N)=C(\O)c2ccc(C(C)(C)C)cc2)c1
 : -5% | 1% | -28% | -23% | -14% | ? | ? | ? | ?
- COc1ccccc1NC(=O)N1CCc2[nH]c3ccc(Cl)cc3c2C1
 : -5% | ? | ? | ? | 19% | 17% | ? | -6% | ?
- CCOCCCNC(=O)c1ccc2c(=O)n(CCCOCC)c(=S)[nH]c2c1
 : 4% | ? | 17% | ? | -1% | -7% | 5% | 4% | 10%
- CCc1ccc(-c2nn(CC(=O)NC3CCCCC3)c3c2cnc2ccc(C)cc23)cc1
 : / | 5% | / | -1% | 16% | / | / | -1% | 11%
- CCNc1nc(NCC)nc(N/N=C/c2ccc(Br)cc2)n1
 : 12% | -18% | -11% | ? | ? | -8% | -4% | -6% | -27%
- O=C(/C=C/c1ccc(O)c(O)c1)c1ccccc1O
 : 12% | ? | -7% | ? | ? | -3% | -24% | ? | 16%
